Tn6 DDE FP – inhibitors of Tn6 peptide binding to fibrin DD(E), primary screen, biochemical, fluorescence polarization, human fibrin, Tn6 probe; Fibrinogen beta chain (Homo sapiens), P02675; Fibrin DD(E) TRITC-Tn6 fluorescence polarization displacement; inhibition, % at 8.3 µM; 370,000 compounds, 0.21% hits;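 active means inhibition above a per-campaign cutoff: mean of compounds within control limits plus 3 SD, cut at about 15% in these data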;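 further: 0% = median of all compound wells on the plate and 100% = blocking peptide control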
PLCg1 inh – PLC-gamma1 enzyme inhibitors, primary screen, biochemical, fluorescence, purified enzyme. 1-phosphatidylinositol 4,5-bisphosphate phosphodiesterase gamma-1 (Homo sapiens), P19174. fluorogenic substrate. inhibition, % at 12.2 µM. 370,000 compounds, 0.84% hits; in the data active means inhibition above about 9.5%
ADAM10 inh – human ADAM10 inhibitors, primary screen, biochemical, QFRET, HTS | Disintegrin and metalloproteinase domain-containing protein 10 (Homo sapiens), O14672 | recombinant ADAM10, EDANS/DABCYL FRET peptide cleavage, 3 h | inhibition, % at 7 µM | 370,000 compounds, 0.62% hits | AID 720582, 2013;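 active means inhibition above a per-campaign cutoff equal to the mean of compounds falling between control-based bounds plus 3 SD, cut at about 20% in these data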;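 further: 0% = DMSO wells while the 100% control is not disclosed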
TDP2 inh – human TDP2 enzyme inhibitors, primary screen, biochemical, epi absorbance, recombinant enzyme; inhibition, % at 12.8 µM; 370,000 compounds, 0.34% hits; AID 720702, 2013; T5PNP hydrolysis, p-nitrophenol absorbance 415 nm;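 active means inhibition above the mean of all tested compounds plus 3 SD, set per campaign, cut at about 25% in these data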;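 further: 0% = DMSO with enzyme and 100% = buffer with substrate but no TDP2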
Target sequence (O95551 whole entry, looked up): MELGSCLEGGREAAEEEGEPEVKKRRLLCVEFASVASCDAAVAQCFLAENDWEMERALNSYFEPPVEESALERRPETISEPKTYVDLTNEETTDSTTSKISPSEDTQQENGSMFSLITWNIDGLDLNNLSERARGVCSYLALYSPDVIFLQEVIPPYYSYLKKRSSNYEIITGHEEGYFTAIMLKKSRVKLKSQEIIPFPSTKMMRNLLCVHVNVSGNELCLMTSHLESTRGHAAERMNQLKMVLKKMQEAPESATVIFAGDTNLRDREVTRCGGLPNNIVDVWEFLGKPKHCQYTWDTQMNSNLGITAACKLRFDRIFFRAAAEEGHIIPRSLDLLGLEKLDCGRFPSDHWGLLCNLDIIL
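test system = human TDP2 enzyme | input = TDP2 enzyme at 120 nM final | medium = 50 mM Tris-HCl pH 7.5 with Mg2+, KCl, DTT, BSA | also added = T5PNP substrate, 5 mM | times = 2 h at 37 °C | technique = epi absorbance | benchmarks = high control without enzyme, low control DMSO plus TDP2 | replication = each compound tested once, singlicate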
DDE Tn7 FP inh – inhibitors of Tn7 peptide binding to fibrin DD(E), primary screen, biochemical, fluorescence polarization, human fibrin, Tn7 probe; Fibrinogen beta chain (Homo sapiens), P02675; FP displacement of FITC-Tn7 peptide from fibrin DD(E); 0% = median of compound wells per plate; inhibition, % at 8.3 µM; 370,000 compounds, 0.13% hits; AID 720508, 2013;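 active means inhibition above the mean of compounds falling within the control limits plus 3 SD of them, cut at about 14% in these data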;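 further: 0% = plate median of compound wells and 100% = 10 µM Aha-Tn7 peptide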
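Also added: labelled Tn7 tracer, 0.1 µM; Assay system: human fibrin DD(E) protein; Amount: 2 µM fibrin DD(E); Schedule: 10 min compound pre-incubation, 3 h probe incubation at room temperature; Repeats: one replicate per compound; Read-out basis: percent inhibition; Measured by: fluorescence polarization of the labelled Tn7 tracer.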
PLCb3 inh – human PLC-beta3 inhibitors, primary screen, biochemical, fluorescence; 370,000 compounds, 0.18% hits; Purified PLC-beta3, fluorogenic substrate; AID 720704, 2013; inhibition, % at 12.2 µM; 1-phosphatidylinositol 4,5-bisphosphate phosphodiesterase beta-3 (Homo sapiens), Q01970; in the data active means inhibition above about 11%;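 further: 0% = median of compound wells on plate and 100% = full blocker control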
ARFGAP1 inh – inhibitors of rat ARFGAP1 GAP activity, primary screen, biochemical, fluorescence polarization, GDP tracer; Arfgap1-stimulated ARF1 GTP hydrolysis, GDP FP detection; inhibition, % at 16.5 µM; 360,000 compounds, 0.26% hits; AID 651572, 2012;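 active means inhibition above a per-plate limit, mean inhibition of low control wells plus 3 SD, cut at about 25% in these data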;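 further: 0% = DMSO wells with enzyme and 100% = wells lacking Arfgap1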
Target sequence (Q62848 1-136 limits assumed): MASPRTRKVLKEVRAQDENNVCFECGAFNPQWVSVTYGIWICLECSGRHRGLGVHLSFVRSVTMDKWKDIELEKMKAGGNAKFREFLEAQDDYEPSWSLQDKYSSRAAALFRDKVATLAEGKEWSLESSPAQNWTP
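Assay system: Rat Arfgap1 GAP domain (His6, aa 1-136), purified enzyme | Buffer or medium: HEPES 25 mM pH 7.5, NaCl 150 mM, MgCl2, DTT | Schedule: GTP hydrolysis reaction 2 h at 25 °C | Signal: FP of antibody-bound GDP Alexa 633 tracer, ex 620/em 688 nm | Measure: Percent inhibition of Arfgap1-stimulated GTP hydrolysis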
ASAP1 inh – inhibitors of human ASAP1 ArfGAP activity, primary screen, biochemical, fluorescence polarization. Arf-GAP with SH3 domain, ANK repeat and PH domain-containing protein 1 (Homo sapiens), …. ASAP1-stimulated ARF1 GTP hydrolysis, GDP FP detection. inhibition, % at 16.5 µM. 360,000 compounds, 0.19% hits; in the data active means inhibition above about 25%;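 further: 0% = vehicle with enzyme and substrate and 100% = no enzyme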
Target sequence (Q9ULH1 325-724 limits assumed): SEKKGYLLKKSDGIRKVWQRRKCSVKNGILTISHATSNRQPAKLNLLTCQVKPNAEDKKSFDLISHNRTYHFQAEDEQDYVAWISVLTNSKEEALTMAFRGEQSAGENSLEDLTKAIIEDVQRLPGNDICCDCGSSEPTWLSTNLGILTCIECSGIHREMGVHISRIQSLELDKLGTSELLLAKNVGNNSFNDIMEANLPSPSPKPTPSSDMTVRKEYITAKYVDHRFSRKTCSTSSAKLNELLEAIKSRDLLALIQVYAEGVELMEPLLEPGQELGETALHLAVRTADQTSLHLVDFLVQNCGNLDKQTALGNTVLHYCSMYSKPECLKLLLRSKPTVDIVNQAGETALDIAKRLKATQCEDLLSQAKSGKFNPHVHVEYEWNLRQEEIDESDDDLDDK
ADAM17 inh – ADAM17 inhibitors, primary screen, biochemical, QFRET; inhibition, % at 6.95 µM; 370,000 compounds, 0.83% hits; AID 720648, 2013; recombinant ADAM17, EDANS/DABCYL FRET peptide cleavage; Disintegrin and metalloproteinase domain-containing protein 17 (Homo sapiens), P78536;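 active means inhibition above the mean of compounds lying between control limits plus 3 SD, set per campaign, cut at about 8.5% in these data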;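 further: 0% = DMSO-only wells as the low control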
SIAE primary – human SIAE inhibitors, primary screen, biochemical, fluorescence polarization, FP-Rh probe, 1536-well HTS. SIAE FP-Rh probe binding. AID 1053197, 2014. 370,000 compounds, 0.69% hits. inhibition, % at 9.66 µM;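 active means inhibition above a cutoff: mean of compounds within the control limits plus 3 SD of those, cut at about 17% in these data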;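 further: 0% = plate median of compound wells and 100% = probe without SIAE protein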
* marks the source's active call; other numbers are inactive results; i = inactive; x = no result given. Rows are unselected; any-hit rate near 3.6%.

SMILES	Tn6 DDE FP	PLCg1 inh	ADAM10 inh	TDP2 inh	DDE Tn7 FP inh	PLCb3 inh	ARFGAP1 inh	ASAP1 inh	ADAM17 inh	SIAE primary
CC(C)(C)c1ccc(C(=O)NCc2nnc(SCC(=O)NC3CCCC3)o2)cc1	3	-3	-4	-6	0	-4	-7	4	1	-7
CC(C)(C)NC(=O)CCN1CCOCC1	-9	3	0	4	7	1	6	-6	-5	4
CCN(CC(=O)Nc1ccc(NC(C)=O)cc1)C(=O)Cc1coc2cc(C)c(C)cc12	4	-2	12	-29	-6	3	-3	10	1	-14
O=C(NCc1ccc2c(c1)OCO2)c1cc(-c2ccc(Cl)cc2Cl)on1	-1	-1	-6	-4	-6	-1	9	3	-2	1
C[C@H]1CN=C(Nc2ccccc2)N1CC1CCCCCC1	-5	1	0	10	-5	1	2	-3	-1	-4
Nc1cc(OC(=O)c2cccs2)nn1S(=O)(=O)c1ccccc1	0	0	4	-3	6	0	8	-7	-2	-5
COc1ccc(S(=O)(=O)N2CCOC2CNC(=O)C(=O)NCc2ccc(F)cc2)cc1OC (stereo not given)	8	3	2	-10	-4	-5	-3	-1	-1	7
O=C(COC(=O)CCC(=O)c1ccc(Cl)cc1)NCc1ccco1	6	-4	-10	-1	2	-7	-17	-2	-2	0
Cc1nnc2sc(SCc3cccc(Cl)c3)nn2c1=O	9	2	1	1	-1	-4	1	9	0	9
CN(Cc1ccon1)Cc1cn(Cc2ccccc2)nc1-c1ccc2c(c1)OCO2	-1	5	10	-14	-1	6	-4	-8	4	-7
CC1(C(=O)NS(=O)(=O)c2ccccc2)CCN1C(=O)Cc1ccc(Cl)cc1Cl (stereo not given)	-3	-3	6	-3	5	1	4	-14	2	-5
O=C1NC[C@@H](c2ccccc2)OC(=O)[C@@H](Cc2ccc(F)cc2)CC/C=C/C[C@@H]1CC(=O)N(CCO)Cc1ccccc1	16*	4	6	-15	8	-4	11	-15	4	-2
CCCCC(=O)NCCc1ccc(OC)cc1	2	-9	0	1	-3	-7	-9	7	-2	11
Cc1c(C(=O)c2ccc(F)cc2F)c2ccccn2c1CCC#N	5	-265	-189	6	3	-397	4	0	-74	7
CCCCn1c(N)c(N(CCOC)C(=O)CSc2nnc(-c3ccc(C(C)(C)C)cc3)n2N)c(=O)[nH]c1=O	11	2	-6	-6	2	0	-2	-3	0	-2
COn1c(=O)c(-c2ccccc2)[n+]([O-])c2ccccc21	10	-12	-12	10	10	-16	-2	-1	-9	2
COC(=O)[C@@H]1[C@H](O[Si](C)(C)C(C)(C)C)[C@H]2O[C@H]2C[C@H]1S(=O)(=O)c1ccccc1	-7	-1	-2	-10	-4	-1	x	x	-2	2
CCOC(=O)CNc1nc(Cl)nc(Nc2ccccc2)n1	1	3	6	-11	-4	3	7	9	3	0
O=C(Cc1ncc(C(F)(F)F)cc1Cl)NCc1ccco1	5	0	3	8	-6	3	-2	10	1	-4
O=C(Nc1nnc(COc2ccc(Br)cc2)s1)c1ccco1	6	0	7	-6	1	-3	5	0	-2	-6
C=C(C)C1CC=C(C)/C(=N/NC(=O)CNc2ccc(C)cc2C)C1 (stereo not given)	-4	3	5	8	-4	1	12	8	0	6
CC(=O)N/N=C(\C)c1cccc(NC(=O)c2cccs2)c1	-6	-3	-6	5	9	-2	2	-4	-2	-2
COCc1cc(C)nc(N2CCc3ccccc32)c1C#N	-2	-16	-16	3	5	-18	2	7	-5	2
COCc1cc(C)nc(SCC(=O)Nc2ccc3c(c2)OCO3)c1C#N	-2	1	-6	0	4	-1	-6	-5	-2	17*
Cc1ccc(N(Cc2ccccc2F)S(C)(=O)=O)c(C)c1	5	0	-1	-4	9	2	-12	-12	-2	-3
The list continues.
SMILES	Tn6 DDE FP	PLCg1 inh	ADAM10 inh	TDP2 inh	DDE Tn7 FP inh	PLCb3 inh	ARFGAP1 inh	ASAP1 inh	ADAM17 inh	SIAE primary
CCCOc1ccc(/C=N/Nc2cc(N3CCOCC3)ncn2)c(O)c1	-6	-7	6	-12	5	-12	2	7	-1	-3
N#Cc1c(-c2ccc([N+](=O)[O-])cc2)nc2n(c1=O)CCS2	-7	8	6	-15	-2	-8	8	0	-6	-8
CN1CCN(C(=O)CN(C)S(=O)(=O)c2ccc3ccccc3c2)CC1	-4	1	-2	-3	-1	0	1	8	0	6
CCCCCCC(C)n1[nH]c(=O)c2c(C)cc(C)nc21 (stereo not given)	3	-19	-7	3	4	-34	-3	-7	-6	4
O=C(Nc1ccncc1)Nc1cccc(Cl)c1	1	0	4	1	1	-5	1	-17	2	-12
COc1cccc(S(=O)(=O)Nc2ccc3sc(C)nc3c2)c1	-2	-1	6	12	6	1	0	-1	1	5
O=S(=O)(c1ccc(OCC(O)CN2CCN(c3ccccc3O)CC2)cc1)N1CCOCC1 (stereo not given)	4	4	1	-2	1	7	-1	15	1	7
Cc1cccc(NC(=O)c2ccccc2[N+](=O)[O-])n1	-1	4	2	3	-9	6	1	-18	0	-4
O=C(CCN1CCN(CCO)CC1)Nc1ccc(OCc2ccccc2)cc1	5	-1	-2	-4	-4	2	-7	5	0	2
CC(C)c1ccc(NC(=O)C2Cc3c(-c4ccc(Cl)cc4)ccnc3O2)cc1 (stereo not given)	-4	2	17	2	-1	-6	-2	2	4	-15
COc1ccc(NC(=O)CSc2nc(C)cc(C(F)(F)F)n2)cc1	2	3	-3	-10	7	2	-1	-7	-5	-8
Cn1c(CN2CCOCC2)nc2cc(NC(=O)COc3ccccc3)ccc21	1	-2	3	7	-3	-8	5	11	-2	2
CC(C)S(=O)(=O)c1cnc(-c2ccccn2)nc1N	-5	-2	0	-6	7	-3	-15	1	1	4
O=C(CN1CCOCC1)Nc1ccc(Oc2ccccc2)cc1	3	0	3	-1	2	-3	3	-18	-4	10
Cc1ccc(-c2csc(=Nc3cccnc3)n2CCCN2CCCC2=O)cc1C	-8	-3	4	2	3	-2	12	-1	-2	2
COc1cc(-c2cc(NC(C)=O)c3ncc(-c4ccc(F)cc4)n3c2)cc(OC)c1OC	4	-40	-37	-1	-1	-56	10	11	-11	-9
COc1ccc(NS(=O)(=O)c2cc(NC(=O)c3ccccc3F)ccc2N2CCCC2)cc1	-3	1	16	5	-4	-7	2	5	8	-2
O=C(c1ccc(F)cc1)n1ccc(-c2cnc(-c3ccccc3)s2)n1	-3	-111	i	-8	-1	-140	-6	16	-212	0
COc1ccc(CN2CCCCC2c2cccnc2)c(OC)c1C (stereo not given)	-1	-1	1	-5	8	0	1	9	-5	-3
Cc1ccc(C)c(NC(=O)CN(C)C(=O)CN2C(=O)NC3(CCc4ccccc43)C2=O)c1 (stereo not given)	-6	-2	-7	1	-8	-7	4	-6	-4	0
O=C(COC(=O)C1=NN(c2ccccc2)C(=O)CC1)NCc1ccccc1Cl	0	1	-10	6	-4	-2	-5	5	-2	0
O=C(CSc1ccccc1F)NC(=O)NCc1ccco1	1	-1	0	2	1	-5	1	-5	0	-6
CCCN1CNC(=S)N(c2ccc(C)cc2C)C1	-5	-1	5	7	-1	-1	3	-6	-2	7
COC(=O)c1cn(CCC#N)nc1-c1ccc2ccccc2c1	3	3	1	3	1	4	3	4	0	5
O=C(CCSc1ccccc1)Nc1ccccc1C(=O)N1CCCC1	6	4	6	-12	4	9	2	-7	-2	9

3 entries already listed, ordered by molar mass, smallest number first:
SMILES	Tn6 DDE FP	PLCg1 inh	ADAM10 inh	TDP2 inh	DDE Tn7 FP inh	PLCb3 inh	ARFGAP1 inh	ASAP1 inh	ADAM17 inh	SIAE primary
O=C(Nc1ccncc1)Nc1cccc(Cl)c1	1	0	4	1	1	-5	1	-17	2	-12
COC(=O)c1cn(CCC#N)nc1-c1ccc2ccccc2c1	3	3	1	3	1	4	3	4	0	5
O=C(CCSc1ccccc1)Nc1ccccc1C(=O)N1CCCC1	6	4	6	-12	4	9	2	-7	-2	9

Entries from the list above that have four or more nitrogen atoms (eleven):
SMILES	Tn6 DDE FP	PLCg1 inh	ADAM10 inh	TDP2 inh	DDE Tn7 FP inh	PLCb3 inh	ARFGAP1 inh	ASAP1 inh	ADAM17 inh	SIAE primary
CC(C)(C)c1ccc(C(=O)NCc2nnc(SCC(=O)NC3CCCC3)o2)cc1	3	-3	-4	-6	0	-4	-7	4	1	-7
Cc1nnc2sc(SCc3cccc(Cl)c3)nn2c1=O	9	2	1	1	-1	-4	1	9	0	9
CN(Cc1ccon1)Cc1cn(Cc2ccccc2)nc1-c1ccc2c(c1)OCO2	-1	5	10	-14	-1	6	-4	-8	4	-7
CCCCn1c(N)c(N(CCOC)C(=O)CSc2nnc(-c3ccc(C(C)(C)C)cc3)n2N)c(=O)[nH]c1=O	11	2	-6	-6	2	0	-2	-3	0	-2
CCOC(=O)CNc1nc(Cl)nc(Nc2ccccc2)n1	1	3	6	-11	-4	3	7	9	3	0
CCCOc1ccc(/C=N/Nc2cc(N3CCOCC3)ncn2)c(O)c1	-6	-7	6	-12	5	-12	2	7	-1	-3
N#Cc1c(-c2ccc([N+](=O)[O-])cc2)nc2n(c1=O)CCS2	-7	8	6	-15	-2	-8	8	0	-6	-8
Cn1c(CN2CCOCC2)nc2cc(NC(=O)COc3ccccc3)ccc21	1	-2	3	7	-3	-8	5	11	-2	2
CC(C)S(=O)(=O)c1cnc(-c2ccccn2)nc1N	-5	-2	0	-6	7	-3	-15	1	1	4
Cc1ccc(-c2csc(=Nc3cccnc3)n2CCCN2CCCC2=O)cc1C	-8	-3	4	2	3	-2	12	-1	-2	2
Cc1ccc(C)c(NC(=O)CN(C)C(=O)CN2C(=O)NC3(CCc4ccccc43)C2=O)c1 (stereo not given)	-6	-2	-7	1	-8	-7	4	-6	-4	0
